Source: PubChem BioAssay
TbREL1 inh – TbREL1 inhibition, primary screen; P86926; TbREL1 RNA ligation, FRET fluorescence; inhibition, % at 9.66 µM; actives 0.49% (n = 89,000); AID 1117264;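 active means inhibition above the mean inhibition across all screened compounds plus 3 SD, cut at about 11% in these data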;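 further: 0% = plate median of test wells and 100% = NSC42067 control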
Target sequence (P86926 whole entry, looked up): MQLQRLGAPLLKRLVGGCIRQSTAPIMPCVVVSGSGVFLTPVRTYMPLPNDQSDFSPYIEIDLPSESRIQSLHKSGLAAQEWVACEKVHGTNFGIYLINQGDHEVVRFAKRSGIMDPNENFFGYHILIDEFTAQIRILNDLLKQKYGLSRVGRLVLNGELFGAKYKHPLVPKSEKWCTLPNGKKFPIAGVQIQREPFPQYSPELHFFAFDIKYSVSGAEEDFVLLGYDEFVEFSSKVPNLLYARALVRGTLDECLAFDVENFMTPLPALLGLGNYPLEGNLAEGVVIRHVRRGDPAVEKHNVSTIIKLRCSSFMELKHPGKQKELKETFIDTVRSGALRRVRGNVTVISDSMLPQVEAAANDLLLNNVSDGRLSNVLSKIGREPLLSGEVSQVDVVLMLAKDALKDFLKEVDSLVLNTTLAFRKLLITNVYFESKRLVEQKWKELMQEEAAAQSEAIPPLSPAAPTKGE
The depositor's hits bear a star. Some of the compounds tested (hit frequency here may not be typical).

item | TbREL1 inh | Structure
1 | -1 | CC1(C)CC(=O)C2=C(C1)N(c1cccnc1)C(N)=C(C#N)C2c1cccs1 (stereo not given)
2 | -1 | COc1ccccc1C(=O)NC(=O)COC(=O)c1ccco1
3 | -1 | O=C(Nc1ccc(OC(F)F)c(Cl)c1)[C@@H]1CCCN1C(=O)c1cccs1
4 | 0 | Fc1cccc(CSc2ccc(-c3ccco3)nn2)c1
5 | 2 | CCNc1ccc([N+](=O)[O-])cc1
6 | 3 | COc1ccc([C@H]2CC(=O)C=C(/C=C/c3ccc(C(F)(F)F)cc3)C2)cc1
7 | -1 | Cc1ccccc1NC(=O)CN1C(=O)NC2(CCCCCCC2)C1=O
8 | -1 | C=Cc1ccc(Cn2c(C)c(C(=O)NCc3cccc([N+](=O)[O-])c3)sc2=O)cc1
9 | 1 | COc1ccc(NC(=O)CSc2nc(=O)n(CCN3CCOCC3)c3c2CCC3)cc1
10 | -1 | Cc1cccc(C(CC(=O)NCCc2ccccc2)c2ccccc2)c1O (stereo not given)
11 | 0 | O=C(COC(=O)/C=C/c1ccc(F)cc1)NC1CCCC1
12 | 0 | CCCSc1ccc([C@@H]2[C@@H]3C(=O)N(C)C(=O)[C@@H]3[C@]3(C(=O)OC)CCCCN23)cc1OC
13 | -4 | O=C(NCCCCCCNC(=O)N1CCCCCC1)N1CCCCCC1
14 | -2 | COc1ccc(-n2nc3c(c2NC(=O)c2cc(Br)ccc2Cl)CS(=O)C3)cc1 (stereo not given)
15 | -3 | COCCN1C(=O)c2ccccc2C(C(=O)NCc2ccco2)C1c1c[nH]c2ccccc12 (stereo not given)
16 | 0 | Cc1ccc(S(=O)(=O)n2cnc3ccccc32)cc1
17 | 3 | N#CC1(CCCN2CCCCC2)c2ccccc2CCc2ccccc21
18 | 0 | COc1cccc(CN(C)Cc2nc3cc(C(F)(F)F)ccc3c(=O)[nH]2)c1
19 | 1 | O=C(CNCC1CCCO1)Nc1ccccc1N1CCOCC1 (stereo not given)
20 | -1 | Cc1ccc(-c2nnn(C(C)C(=O)N3c4ccccc4CCc4ccccc43)n2)cc1 (stereo not given)
21 | 6 | COc1ccc(C(=O)NCCNc2ncc(C(F)(F)F)cc2Cl)cc1[N+](=O)[O-]
22 | -3 | COC(=O)c1cc(OC)c(OC)cc1NCC(=O)Nc1cccc(C(F)(F)F)c1
23 | -6 | COC(=O)c1ccccc1NC(=O)CSc1nc(C)cc(C)n1
24 | -2 | Cc1ccccc1S(=O)(=O)Cc1ccc(C(=O)N2CCN(c3ccccc3F)CC2)o1
25 | -2 | Cc1ccc2c(c1)NC(=O)C(CC(=O)NCCCN1CCN(c3cc(Cl)ccc3C)CC1)O2 (stereo not given)
26 | -2 | Cc1ccc(Oc2ccc(NC(=O)CCC(=O)OCC(=O)c3cccs3)cc2)cc1C
27 | 1 | CN(CC(=O)N1CCN(c2cccc(Cl)c2)CC1)S(=O)(=O)c1cnc[nH]1
28 | 0 | CN(C)C(=O)N1CCC(C(=O)NCc2ccc3c(c2)OCO3)CC1
29 | -2 | CCC1Sc2ccc(S(=O)(=O)CCC(=O)NCc3ccco3)cc2NC1=O (stereo not given)
30 | 0 | COc1ccc(NC(=O)c2cccc(S(=O)(=O)N3CCN(C)CC3)c2)c(OC)c1
31 | -1 | CCN1CCCC1Cn1cnc2c([nH]c3cccc(Cl)c32)c1=O (stereo not given)
32 | -4 | COC(=O)COc1ccccc1C(N)=O
33 | -3 | C=CCn1c(NCCO)nc2c1c(=O)n(C)c(=O)n2C
34 | -5 | CCC[C@H]1[C@@H](OC(=O)NCc2cccs2)CC[C@@]23CCCN2C(=O)CCC[C@@H]13
35 | -1 | Cc1cc(Br)ccc1SCC(=O)OCC(=O)Nc1ncc(C(F)(F)F)cc1Cl
36 | 1 | CCC(=O)N1CCCC1(C)C(=O)Nc1ccc2c(c1)CCN2C(C)=O (stereo not given)
37 | -1 | O=C1C(Cc2ccccc2)Nc2ncnc(N3CCOCC3)c2N1Cc1ccccc1 (stereo not given)
38 | 0 | COc1ccc(C2NC(=O)c3ccccc3N2)cc1COc1ccc(NC(C)=O)cc1 (stereo not given)
39 | -6 | COc1ccc(C2/C(=C(\O)c3ccc4c(c3)CC(C)O4)C(=O)C(=O)N2Cc2cccnc2)c(OC)c1 (stereo not given)
40 | -1 | Cc1ccc(OCc2nc3c4c(ncn3n2)-c2ccccc2CC42CCCC2)cc1

Four entries drawn at random from the list so far:
item | TbREL1 inh | Structure
35 | -1 | Cc1cc(Br)ccc1SCC(=O)OCC(=O)Nc1ncc(C(F)(F)F)cc1Cl
39 | -6 | COc1ccc(C2/C(=C(\O)c3ccc4c(c3)CC(C)O4)C(=O)C(=O)N2Cc2cccnc2)c(OC)c1 (stereo not given)
38 | 0 | COc1ccc(C2NC(=O)c3ccccc3N2)cc1COc1ccc(NC(C)=O)cc1 (stereo not given)
33 | -3 | C=CCn1c(NCCO)nc2c1c(=O)n(C)c(=O)n2C

New compounds follow
item | TbREL1 inh | Structure
41 | -5 | CCOCCn1c(N2CCN(c3ccc(OC)cc3)CC2)nc2c1c(=O)[nH]c(=O)n2C
42 | -1 | CCOc1ccccc1N1CC(C(=O)NCCC2=CCCCC2)CC1=O (stereo not given)
43 | -2 | COc1cccc(/C(O)=C2\C(=O)C(=O)N(c3ccccn3)C2c2cccc(OC)c2OC)c1 (stereo not given)
44 | 2 | CCc1ccccc1NC(=O)COc1ccc(N2CC(C(N)=O)CC2=O)cc1 (stereo not given)
45 | -1 | Cc1ccc2c(c1)c1c(n2CC(O)Cn2c(C)nc3ccccc32)C(=O)CCC1 (stereo not given)
46 | -3 | Cc1ccc(C(CNC(=O)c2ccc(Br)o2)N2CCN(C)CC2)cc1 (stereo not given)
47 | 4 | COC(=O)CCN(C1CCCCC1)S(=O)(=O)c1ccc(S(=O)(=O)NC2CCCCC2)cc1
48 | 3 | C=CCn1c(O)c(C2=c3ccccc3=NC2=O)c2ccccc21
49 | -2 | CCCCn1c(N)c(N(CC(C)C)C(=O)c2cccc(OCc3ccccc3)c2)c(=O)[nH]c1=O
50 | 0 | O=C(NCc1cccc(Cl)c1)C1=CC=CN2CCS(=O)(=O)N=C12
51 | 1 | Cn1c(=O)oc2cc(S(=O)(=O)NCCN3CCc4ccccc4C3)ccc21
52 | 0 | COc1cccc(NC(=O)CN(C)CC(=O)NCc2ccco2)c1
53 | 2 | CC1CN(C(=O)CS(=O)(=O)Cc2ccc(Cl)cc2)CC(C)O1 (stereo not given)
54 | 0 | CCn1c(C)nnc1SCC(=O)Nc1nccs1
55 | -4 | CCOc1ccc(C(C(=O)NCC2CCCO2)N(C(=O)c2snc(C(N)=O)c2N)c2cccc(F)c2)cc1 (stereo not given)
56 | 3 | Cc1ccc(S(=O)(=O)NCCNC(=O)c2ccc(C)nc2)cc1
57 | 0 | O=C(COC(=O)c1cc(NS(=O)(=O)c2cccs2)ccc1O)Nc1ccccc1
58 | 0 | CCN1C(=O)N(S(=O)(=O)C(F)(F)F)[C@@H](c2ccccc2)C(C(=O)OC)=C1C
59 | 3 | CCn1nc(CCC(=O)O)c2ccccc2c1=O
60 | 0 | COc1cccc(-n2c(SCC(N)=O)nc3c([nH]c4ccccc43)c2=O)c1
61 | -2 | CCOC(=O)N1CCN(C(=O)c2ccc(NS(=O)(=O)c3ccc4[nH]c(=O)[nH]c4c3)cc2)CC1
62 | -2 | Cc1ccc2c(Cl)c(C(=O)NCC3CCCO3)sc2c1 (stereo not given)
63 | -1 | CC(=O)OC(C)(C)/C=C/C(=O)[C@](C)(O)C1[C@H](O)C[C@@]2(C)C3CC=C4C(C=C(O[C@@H]5O[C@H](CO)[C@@H](O)[C@H](O)[C@H]5O)C(=O)C4(C)C)[C@]3(C)C(=O)C[C@]12C (stereo not given in full)
64 | 0 | COc1ccc(COC(=O)c2cc([N+](=O)[O-])ccc2N2CCOCC2)cc1F
65 | 1 | CCOc1ccccc1N(CC(=O)Nc1ccccc1C(=O)O)S(C)(=O)=O
66 | 0 | CCN(CC)S(=O)(=O)c1ccc(N2CCCC2)c(NC(=O)C2CCCCC2)c1
67 | -2 | O=C(/C=C/c1ccc(O)cc1)OCc1occc(=O)c1O[C@@H]1OC(CO)[C@@H](O)[C@H](O)[C@@H]1O (stereo not given in full)
68 | -1 | Cc1cc(SCC#N)n2nc(C)c(-c3ccc(Cl)cc3)c2n1
69 | -2 | NC(CO)(CO)COCc1ccccc1
70 | 0 | COc1ccc(-n2c(SCc3nc4ccccc4[nH]3)nc3ccccc3c2=O)cc1
71 | 7 | CN(Cc1ccccc1)C(=O)C(C(=O)c1ccc(F)cc1)n1cc(Cl)ccc1=O (stereo not given)
72 | 2 | Clc1ccc(Nc2ncnc3c2cnn3-c2ccccc2)cc1
73 | -1 | O=[N+]([O-])c1cccc(CSc2ncnc3ccccc23)c1
74 | -3 | CCC(C)C(NC(=O)OCc1ccccc1)C(=O)NCC(c1ccccc1)N(C)C (stereo not given)
75 | -1 | O=C(CCCNS(=O)(=O)c1cccc2nsnc12)NCCN1CCN(c2ccccc2F)CC1
76 | 4 | CCC(C)NC(=O)c1ccc(NS(=O)(=O)c2ccc3[nH]c(=O)[nH]c3c2)cc1 (stereo not given)
77 | 0 | COCCNC(=O)COC(=O)c1cc(-c2ccc(OC)cc2)nc2ccccc12
78 | 3 | CC1CCN(c2nc(-c3ccccc3)cc(C(F)(F)F)n2)CC1
79 | -5 | COc1ccc(S(=O)(=O)N2CCN(c3c(C)cccc3C)CC2)cc1OC
80 | -5 | O=C(COC(=O)c1ccc(Sc2ncn[nH]2)c([N+](=O)[O-])c1)Nc1ccc(Cl)cc1
81 | -2 | CC1=C(C(=O)N2CCN(C(=O)c3ccco3)CC2)C2(CCC(C)CC2)OC1=O (stereo not given)
82 | 4 | Cc1cc(C)cc(OCCNC(=O)c2cc(S(=O)(=O)N3CCOCC3)ccc2F)c1
83 | -1 | O=C(NC(=S)NCc1cccnc1)c1ccccc1
84 | -6 | COc1ccc2[nH]c3c(c2c1)CCN1C(=O)C(CC(=O)NCc2cccc(C(F)(F)F)c2)C[C@H](C(=O)N(C(C)C)C(C)C)[C@@]31C (stereo not given in full)
85 | 6 | COc1ccc(OC)c(/C=C/C(=O)OCC(=O)NCc2cccs2)c1
86 | 1 | COC(=O)[C@]12C[C@H](CC(=O)N3CCSCC3)C(=O)N(CCc3ccc(OC)c(OC)c3)C1=C[C@H](C(C)C)O[C@@H]2C1CC1
87 | -3 | CCCCCCCCN1C(=O)[C@@H](CC(=O)NCc2cccc(C(F)(F)F)c2)C[C@@]2(C(=O)OC)C1=C[C@H](COCc1ccccc1)O[C@@H]2C
88 | -3 | Cc1ccc(Cn2cc(CN3CC(N4CCN(C)CC4)CS3(=O)=O)nn2)cc1 (stereo not given)
89 | 0 | CC(C)c1ccc(-c2nc3c([nH]2)c(=O)n(C)c(=O)n3C)cc1
90 | -1 | O=C(NNC(=O)c1cccnc1)NC12CC3CC(CC(C3)C1)C2
91 | 1 | COc1cccc(NC(=O)CN(C)S(=O)(=O)c2ccc(C)cc2)c1
92 | -1 | O=C(CSc1n[nH]c(=O)n1Cc1ccco1)N1CCOCC1
93 | 1 | CCOC(=O)C1=C(C)OC(N)=C(C#N)C1c1ccccc1 (stereo not given)
94 | -5 | Cc1ccc(NC(=O)[C@@H]2CCCN2S(=O)(=O)c2cccc3cccnc23)c(C)c1
95 | -1 | Cc1cc(C)n(CC(=O)NNC(=O)CCCOc2ccc(Cl)c(C)c2)n1
96 | -1 | NC(=O)c1cc2cc(Cl)ccc2oc1=Nc1cccc(C(F)(F)F)c1

Other entries:
item | TbREL1 inh | Structure
97 | -4 | Cc1ccc2c(c1)C(=O)CC(O)(C(F)(F)F)O2 (stereo not given)
98 | -2 | CCc1ccccc1NC(=O)CCNC(=O)Cn1ccc2ccccc2c1=O
99 | -1 | CCC(C(=O)Nc1ccc(C(=O)N2CCCC2)cc1)c1ccccc1 (stereo not given)
100 | 0 | CSc1ccc(Cn2c(C)c(C(=O)NCc3cccc(C(F)(F)F)c3)sc2=O)cc1
101 | -3 | CC(C)C1=CC2C3C(=O)N(c4ccccc4)C(=O)C3C1C(=O)C2(C)O (stereo not given)
102 | -3 | CC(=O)Nc1ccn(-c2ccccc2)n1
103 | 9 | C1=C(c2cccc3ccccc23)N2CCN=C2S1
104 | -5 | COc1ccccc1N1CCN(C(=O)CSc2nnc3n2C(C)(C)Cc2ccccc2-3)CC1
105 | -4 | CCOc1ccc(NC(=S)NCCCN2CCN(c3ccc(OC)cc3)CC2)cc1
106 | 0 | Cc1c(NC(=O)CSc2nnnn2-c2ccc(F)cc2)c(=O)n(-c2ccccc2)n1C
107 | -1 | CCOc1c2c(nc3ccc(Cl)cc13)CCC2
108 | 6 | Cc1c(C(=O)OCC(=O)Nc2ccc3c(c2)OCO3)cccc1[N+](=O)[O-]
109 | 5 | CCOc1c(Cl)cc(C(=O)Nc2ccccc2-c2ccccc2)cc1Cl
110 | -3 | CC(OC(=O)c1cccc(S(=O)(=O)N2CCOCC2)c1)C(=O)NC1CCCCC1C (stereo not given)
111 | 3 | Cc1cccc(Nc2nc3c(c(=O)n(C)c(=O)n3C)n2CC(O)CO)c1 (stereo not given)
112 | 2 | CCCOc1ccc(N2C(=O)CC(SCCN)C2=O)cc1 (stereo not given)
113 | -2 | CCOC(=O)c1ccc(NS(=O)(=O)c2ccc3c(c2)CCCN3C(C)=O)cc1

Grouped by structure: the compounds so far with a thiophene ring, fused or not.
item | TbREL1 inh | Structure
1 | -1 | CC1(C)CC(=O)C2=C(C1)N(c1cccnc1)C(N)=C(C#N)C2c1cccs1 (stereo not given)
3 | -1 | O=C(Nc1ccc(OC(F)F)c(Cl)c1)[C@@H]1CCCN1C(=O)c1cccs1
26 | -2 | Cc1ccc(Oc2ccc(NC(=O)CCC(=O)OCC(=O)c3cccs3)cc2)cc1C
34 | -5 | CCC[C@H]1[C@@H](OC(=O)NCc2cccs2)CC[C@@]23CCCN2C(=O)CCC[C@@H]13
57 | 0 | O=C(COC(=O)c1cc(NS(=O)(=O)c2cccs2)ccc1O)Nc1ccccc1
62 | -2 | Cc1ccc2c(Cl)c(C(=O)NCC3CCCO3)sc2c1 (stereo not given)
85 | 6 | COc1ccc(OC)c(/C=C/C(=O)OCC(=O)NCc2cccs2)c1
